STAT1 activator: increases IFN-gamma driven STAT1 reporter signal | NIH 3T3 STAT1-luciferase reporter, luminescence; 100% = IFN-gamma alone, no compound | AID 932 | activation (% of control), % at 5.5 µM | 2.6% of 200,000 active;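 active = activation above the screen-wide mean activation plus 3 SD, cut at about 130% in these data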;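 note: raw ratio to IFN-gamma control signal so 100% means no change and 0% no light; values of inactives mirror those of a sister screen read the other way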
FLuc inh counter: Photinus pyralis luciferase inhibition counter-screen; P08659; ATPLite firefly luciferase biochemical luminescence, 10 min; inhibition, % at 10 µM; 1.5% of 200,000 active; AID 1006;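 active = inhibition above about 50% when tested at 10 µM, limit read from the data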
Target sequence (P08659 whole entry, looked up): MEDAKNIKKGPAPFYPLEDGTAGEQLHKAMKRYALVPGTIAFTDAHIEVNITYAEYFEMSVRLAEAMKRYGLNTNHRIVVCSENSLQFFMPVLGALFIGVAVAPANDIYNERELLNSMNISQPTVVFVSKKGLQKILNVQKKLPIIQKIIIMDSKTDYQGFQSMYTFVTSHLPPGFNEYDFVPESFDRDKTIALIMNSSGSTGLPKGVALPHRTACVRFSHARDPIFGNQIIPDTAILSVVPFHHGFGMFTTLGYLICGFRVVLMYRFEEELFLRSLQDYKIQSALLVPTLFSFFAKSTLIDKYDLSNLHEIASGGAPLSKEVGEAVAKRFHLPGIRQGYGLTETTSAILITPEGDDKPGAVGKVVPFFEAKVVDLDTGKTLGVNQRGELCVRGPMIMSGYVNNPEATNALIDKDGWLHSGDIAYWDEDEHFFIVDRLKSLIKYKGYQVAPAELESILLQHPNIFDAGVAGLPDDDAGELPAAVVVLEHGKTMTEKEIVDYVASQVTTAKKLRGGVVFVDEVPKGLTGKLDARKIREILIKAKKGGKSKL
APP 5'UTR act: activates APP 5'UTR luciferase reporter. SH-SY5Y APP 5'UTR luciferase reporter, luminescence; zero percent = DMSO vehicle wells. AID 1276. 1% of 190,000 active. activation, % at 2 µM;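 active = activation above a set limit, based on mean plus 3 SD of controls, cut at about 140% in these data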; note: values of inactives mirror those of a sister screen read the other way
NF-kB expr up: raises NF-kB expression in human neuronal cells. NF-kB reporter expression; active compounds read high. fold change at 12.5 µM. 1.6% of 190,000 active; in the data active = fold change above about 3.3
Diaph inh CS: diaphorase inhibition or chemical oxidation counter-screen; diaphorase resazurin-to-resorufin fluorescence, NADH, 16 min; bacterial (C. kluyveri) enzyme, not human; inhibition, % at 20 µM; 0.69% of 190,000 active;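 active = primary screen inhibition at 20 µM above a set limit, cut at about 50% in these data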;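 note: plate controls were DMSO with full reaction for no effect and wells lacking NADH for full effect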
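Test system: Clostridium kluyveri diaphorase enzyme / Quantity: diaphorase at 0.14 U/mL in enzyme working solution / Incubation: 16-min room-temperature incubation before reading / Benchmarks: NADH-free wells as positive control, DMSO-only neutral wells / Signal: resorufin fluorescence 544/590 nm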
Diaph act CS: counter-screen for diaphorase-based assays: diaphorase activators and chemical reducers. 0.005% of 190,000 active. AID 1229. activation factor at 20 µM. Diaphorase/resazurin coupled assay, resorufin fluorescence, 16 min; active compounds read high; 1 = vehicle wells, 0 = NADH-free wells;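 active = diaphorase activity raised at least twofold by the compound at 20 µM; inactive = activation factor below 2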
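Assay system: bacterial diaphorase enzyme (C. kluyveri) / Input: enzyme 0.07 U/mL final / Medium: 50 mM HEPES pH 7.4 with 4.542 mM MgCl2, 0.005% Tween 20 / Doses: single compound dose of 20 µM, 1% DMSO final / Incubation: 16 min enzyme reaction, ambient temperature / Signal: fluorescence, excitation 544 nm and emission 590 nm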
TLR4-MyD88 BLA: blocks binding of human TLR4 to MyD88; O00206+Q99836; inhibition, % at 8.4 µM; HeLa CL3-4 TLR4/MyD88 BLA complementation, FRET ratio; 0.18% of 200,000 active; AID 861; in the data active = inhibition above about 25%;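 note: 0% = vehicle and 100% = reference inhibitor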
G6PDH CS: L. mesenteroides G6PDH inhibition counter-screen | Purified L. mesenteroides G6PDH, diaphorase/resazurin coupled fluorescence, 45 min | inhibition, % at 5 µM | 0.12% of 200,000 active | AID 1020; in the data active = inhibition above about 50%
FLuc stim CS: firefly luciferase counter-screen for stimulation assays | P08659 | 200,000 tested, under 10 active | activation factor at 10 µM | AID 1027 | ATPlite luciferase biochemical, luminescence, 10 min; 0 = ATP-free wells, 1 = DMSO control;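 active = luciferase activation factor, scaled between plate controls, of at least 2 with compound at 10 µM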
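System: luciferase plus luciferin reagent, cell-free; medium: PBS as buffer for the ATP substrate; dosing: test compounds dosed from 2 mM stocks in 100% DMSO; timing: 10 min post-reagent at room temperature; measured by: luminescence measurement of luciferase light output; evaluation: luciferase activation, seen as luminescence increase over controls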
APP 5UTR inh: APP translation inhibition | 0.82% of 190,000 active | inhibition, % at 2 µM | AID 1285 | SH-SY5Y APP 5'UTR-luciferase reporter, luminescence;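 active = inhibition above a set limit, derived from the sample mean plus 3 SD, cut at about 45% in these data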; note: values of inactives mirror those of a sister screen read the other way
* marks the source's active call; other numbers are inactive results; / = not tested or not shown.

Second line of a record: STAT1 activator, FLuc inh counter, APP 5'UTR act, NF-kB expr up, Diaph inh CS, Diaph act CS, TLR4-MyD88 BLA, G6PDH CS, FLuc stim CS, APP 5UTR inh
CC(C)(C)n1nc2c(c1NC(=O)c1ccc(S(=O)(=O)N3CCCC3)cc1)CSC2
    92, -8, -3, 0.91, 16, 0.8, -6, 3, 1.1, 3
COc1ccc(S(=O)(=O)N2CCCC2C(=O)Nc2nnc(-c3cccnc3)s2)cc1 (stereo unspecified)
    95, 4, 16, 1.1, -10, 1.1, -1, -1, 1, -16
COC(=O)Nc1nnc(CC(=O)Nc2ccccc2C)s1
    101, 2, 8, 1.4, 2, 1, 16, 0, 1, -8
O=C(/C=C/c1ccco1)NC(=S)Nc1cccc(-c2nc3ccccc3o2)c1
    101, -5, -31, 1.1, 18, 0.8, -8, 6, 1, 31
CC(C)c1ccc(NC(=O)c2cccnc2)cc1
    143*, 23, 103, 2.7, 4, 1, 1, 11, 0.8, -103
O=C(COC(=O)Cc1ccc(Cl)cc1Cl)Nc1ccc(OC(F)F)cc1
    95, 0, -1, 1.1, 19, 0.8, -19, 9, 1, 1
Nc1c(C(=O)NC2CCCC2)c2nc3ccccc3nc2n1/N=C/c1ccco1
    102, -9, -6, 1, 17, 0.8, -6, -1, 1.1, 6
Cc1ccc(-c2c3c(=O)n(C)c(=O)n(C)c3cn2Cc2ccccc2)cc1
    97, -6, -7, 0.8, 20, 0.8, 4, 3, 1.1, 7
Cc1cc(Nc2cc(C(=O)O)ccc2C)n2ncnc2n1
    102, -3, 2, 1.6, 14, 0.9, -14, -2, 1, -2
O=C(C1CCCC1)N1CCC(CO)(Cc2ccccc2Cl)CC1
    94, -3, -1, 0.91, 10, 0.9, 12, 2, 1, 1
Cc1ccc(C(=O)c2ccccc2C(=O)OCC(=O)Nc2cccc([N+](=O)[O-])c2)cc1
    92, -5, -7, 1.2, 11, 0.9, -3, -14, 1.1, 7
c1ccc2c(c1)ncn2-c1ncnc2sc3c(c12)CCCC3
    98, -2, 15, 1.7, 13, 0.9, -9, -2, 1, -15
Clc1cccc(-c2cc3nc4c(c(N5CCNCC5)n3n2)CCCC4)c1
    116, 4, 36, 0.62, -4, 1, -1, 7, 1, -36
Cc1ccc(NC(=O)CSc2nc3c(c(=O)[nH]2)CN(Cc2ccc(F)cc2)CC3)cc1C
    99, -6, 3, 1.2, 13, 0.9, 1, 12, 1.1, -3
Cc1ccc(Nc2cnn(C34CC5CC(CC(CC(=O)O)(C5)C3)C4)c(=O)c2Cl)c(Cl)c1
    109, -3, 15, 1.6, 2, 1, -12, 7, 1, -15
O=C(/C=C\Nc1cccc(F)c1)c1ccc2c(c1)OCO2
    63, 90*, 196*, 2.3, 13, 0.9, 8, 13, 0.1, -196
CN1CCN(C(=S)SCc2nc(N)nc(Nc3ccc(F)cc3)n2)CC1
    107, -6, -5, 1.1, 7, 0.9, 5, 12, 1.1, 5
O=S(=O)(c1ccccc1)c1nc(-c2ccco2)oc1Nc1ccccc1
    108, -6, 0, 1.4, 21, 0.8, 2, 4, 1.1, 0
C=CCOn1c(=O)c(-c2ccc(OC)c(OC)c2)[n+]([O-])c2ccccc21
    104, -2, /, 1.1, 18, 0.8, 6, -3, 1, /
O=C1CCCC2=C1C1(CCCCC1)N=C(Nc1nc3ccccc3s1)N2
    96, -9, -11, 0.88, 8, 0.9, -6, -39, 1.1, 11
COc1cccc(-c2nn[nH]n2)c1O
    104, -2, 2, 0.97, 36, 0.6, -3, 10, 1, -2
O=C(CCCn1c(=O)[nH]c2cc(Cl)ccc2c1=O)NCCCN1CCCC1
    103, -8, -14, 0.92, 6, 0.9, -5, 1, 1.1, 14
O=C(NCC1CCCO1)C1CCC(=O)N1Cc1ccc(F)cc1 (stereo unspecified)
    100, 0, -1, 1, 17, 0.8, 4, -2, 1, 0
COc1cccc([C@@H]2Oc3ccc(OC)cc3C(=O)[C@H]2OC(=O)N[C@H](C)C2CCCCC2)c1
    114, -2, 8, 1.2, 14, 0.9, 3, 7, 1, -8
O=C(COc1ccccc1O)Nc1ccc(Cl)cc1
    97, -4, 15, 1.9, 11, 0.9, 6, 10, 1, -15
Cc1ccccc1CN(C)CC(=O)Nc1ccccc1-c1ccccc1
    95, -9, -2, 0.98, 18, 0.8, -8, -2, 1.1, 2
O=C(CN1C(=O)C(=O)c2ccccc21)NCCc1ccccc1
    90, -2, -17, 1.4, -13, 1.1, -17, 15, 1, 17
Cc1ccnc(NC(=O)CC(c2ccccc2)c2ccccc2)n1
    99, -3, 5, 1.1, 8, 0.9, -17, 5, 1, -5
COc1cc(-c2ccc(NC(=O)CN3CCC(C)CC3)c(OC)c2)ccc1NC(=O)CN1CCC(C)CC1
    101, -4, -13, 1.5, 23, 0.8, 1, -46, 1, 13
Cc1ccc(/C=N/n2c(-c3ccncc3)n[nH]c2=S)o1
    100, 1, 8, 1.1, 37, 0.6, -9, 14, 1, -8

Continued; the last 3 above are carried over.
Second line of a record: STAT1 activator, FLuc inh counter, APP 5'UTR act, NF-kB expr up, Diaph inh CS, Diaph act CS, TLR4-MyD88 BLA, G6PDH CS, FLuc stim CS, APP 5UTR inh
Cc1ccnc(NC(=O)CC(c2ccccc2)c2ccccc2)n1
    99, -3, 5, 1.1, 8, 0.9, -17, 5, 1, -5
COc1cc(-c2ccc(NC(=O)CN3CCC(C)CC3)c(OC)c2)ccc1NC(=O)CN1CCC(C)CC1
    101, -4, -13, 1.5, 23, 0.8, 1, -46, 1, 13
Cc1ccc(/C=N/n2c(-c3ccncc3)n[nH]c2=S)o1
    100, 1, 8, 1.1, 37, 0.6, -9, 14, 1, -8
O=C(Nc1ccc(Cl)cc1)c1csc(-c2ccncc2)n1
    107, 2, 1, 1, 6, 0.9, 7, 3, 1, -1
COc1ccc(OC)c(-c2cc(C(=O)N3CCCc4ccccc43)no2)c1
    100, -2, -8, 1, 10, 0.9, -7, 2, 1, 8
O=C(Nc1ccc2c(c1)OCO2)c1cc2n(n1)C(C(F)(F)F)CC(c1ccccc1)N2 (stereo unspecified)
    106, -7, -4, 1.3, 17, 0.8, 3, 2, 1.1, 4
O=C(CSc1nnnn1-c1cccc2c1CCCC2)NC1CCCC1
    92, -3, 12, 0.87, 13, 0.9, -15, 5, 1, -12
CCOC(=O)c1c(-c2ccccc2)nc2cc(C)ccn12
    133*, 9, 57, 2, 8, 0.9, 12, 3, 0.9, -57
COC(=O)C1=C(O)/C(=C\c2cc(C)n(-c3ccc(F)cc3)c2C)N=C1C
    101, 0, 5, 1, 17, 0.8, -22, 8, 1, -5
COc1ccccc1-c1c(C)nn2c(C)cc(C)nc12
    102, -4, 19, 0.96, 14, 0.9, 7, 12, 1, -19
CCOCCCn1c(=NC(=O)c2cccnc2)c(C(=O)OCC)cc2c(=O)n3ccccc3nc21
    94, -9, -8, 0.29, 1, 1, 6, 10, 1.1, 8
O=C(/C=C/c1cccc(Cl)c1)Nc1ncccn1
    118, 25, 24, 1.2, 5, 1, -3, -14, 0.7, -24
Cc1cccc(C)c1N1CCN(c2nc(N(C)C)oc(=O)c2C#N)CC1
    104, -4, -5, 1.3, 12, 0.9, 3, 5, 1, 5
CSc1nsc(SCC(=O)Nc2nncs2)n1
    96, 0, -5, 1.1, 6, 0.9, -2, 1, 1, 5
CCCS(=O)(=O)N1CCN(Cc2ccccc2OCC)CC1
    98, -5, -5, 1.1, 18, 0.8, -1, 2, 1.1, 5
Cc1cc(N2CCOCC2)n2nc(-c3cccc(F)c3)cc2n1
    109, -3, -8, 1.1, 17, 0.8, -1, -3, 1, 8
COCCN(Cc1cc2cc(C)ccc2n2nnnc12)C(=S)Nc1cccc(C)c1
    105, 4, -6, 0.9, 4, 1, 7, -5, 1, 6
CCn1c(O)c(C=Nc2ccccc2)oc1=S
    115, -7, 1, 1.3, 11, 0.9, 1, 8, 1.1, -2
CN(Cc1ccccc1)C(=O)c1nc2ccccn2c1CNCCOc1cccnc1
    101, -3, 18, 1.1, 15, 0.8, -3, 12, 1, -18
Nc1c(Cl)cc(Cl)cc1C(=O)OCC(=O)NC1CC1
    101, -2, -26, 1.2, 10, 0.9, 9, 0, 1, 26
CCOc1ccc(NC(=O)CSc2nnc(C)n2CC2CCCO2)cc1 (stereo unspecified)
    93, -4, -10, 1.3, 11, 0.9, -3, -7, 1, 10
CN(C)c1ccc(/C=C2\SC(=O)N(CC(O)Cn3c4ccccc4c4ccccc43)C2=O)cc1 (stereo unspecified)
    103, -5, /, 0.96, 9, 0.9, 6, -15, 1.1, /
O=C(CCCCCn1c(=S)[nH]c2ccc(N3CCOCC3)cc2c1=O)NC1CCN(Cc2ccccc2)CC1
    93, -6, -4, 0.93, 11, 0.9, 2, 6, 1.1, 4
CN(C)CCCN(C(=O)CCOc1ccccc1)c1nc2ccc(F)cc2s1
    90, -5, -33, 0.71, 0, 1, 7, 4, 1, 33
Cc1c(Cc2ccccc2)sc(/N=C/c2ccc3ccccc3c2)c1C(N)=O
    101, -4, -53, 0.98, 16, 0.8, -2, -23, 1, 53*
CCC(Oc1ccccc1)C(=O)Nc1ccsc1C(=O)OC (stereo unspecified)
    94, -3, -6, 1.4, 5, 1, 1, 8, 1, 6
CN(C)S(=O)(=O)c1ccc(C(=O)NCC(=O)N/N=C/c2ccccc2Cl)cc1
    89, -1, 13, 0.83, 10, 0.9, 9, 10, 1, -12
Cc1ccc2nc(C)c(C)nc2c1N
    103, -2, -1, 1.2, 15, 0.9, 2, 1, 1, 1
COC(=O)c1[nH]c2ccccc2c1NC(=O)CN1CCN(Cc2ccc3c(c2)OCO3)CC1
    103, 0, 3, 0.52, 10, 0.9, -8, 7, 1, -3
Cc1ccc(S(=O)(=O)CCC(=O)OCn2nnc3ccccc3c2=O)cc1
    93, -1, 7, 1.1, 2, 1, -10, 7, 1, -7
CCN(CC)c1ccc(NC(=O)CN2CCN(CC(=O)Nc3ccc(F)cc3)CC2)cc1
    100, -3, 7, 0.78, 13, 0.9, 10, 2, 1, -7
COc1cc(/C=C(/C#N)c2nc3ccccc3[nH]2)ccc1OC(=O)c1ccco1
    110, 18, 13, 0.81, 26, 0.7, 0, -59, 0.8, -13
N#Cc1ccc(Sc2nc3ccccc3[nH]2)cc1C#N
    104, 2, -1, 1.2, 9, 0.9, 3, 4, 1, 1
CC(SCc1cn2cc(Cl)ccc2n1)C(=O)O (stereo unspecified)
    99, -4, -3, 0.99, 6, 0.9, 5, 1, 1, 3
CCCC(=O)NC(c1ccco1)c1cc(Cl)c2cccnc2c1O (stereo unspecified)
    95, -3, -4, 0.75, 37, 0.6, -7, 6, 1, 4
CC(C)CCN1CCN(Cc2cccn2-c2ccc(Cl)cn2)CC1CCO (stereo unspecified)
    98, -6, -15, 1, 23, 0.8, 9, 4, 1.1, 15
COc1ccccc1/C=N\N=C(\N)c1ccccn1
    162*, 28, 57, 2.7, 9, 0.9, -1, -3, 0.7, -57
C=CCn1c(NC(=O)CC)c(C(=O)OCC)sc1=S
    105, -2, -5, 1.5, 12, 0.9, 1, 4, 1, 5
O=C(CC(c1ccc(F)cc1)c1ccco1)N1CCCC1 (stereo unspecified)
    95, 0, 13, 0.93, 2, 1, 2, 4, 1, -13
Cc1cccc(NC(=O)CSc2nnc(Cn3cnc4ccccc43)o2)c1
    100, -8, 1, 1.2, 12, 0.9, -19, 8, 1.1, -1

Source: PubChem BioAssay (several laboratories)
